CHT allo act – allosterically activates the human high affinity choline transporter. Q9GZV3. CHT-expressing cells, membrane potential dye, choline EC20; active compounds read high; LV-AA mutant CHT in HEK293 cells. B-score at 10 µM. 310,000 tested, 0.49% active;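 active means initial fluorescence not abnormally high and integrated response B-score, plate-corrected, over 3 SD above library mean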
Target sequence (Q9GZV3 whole entry, looked up): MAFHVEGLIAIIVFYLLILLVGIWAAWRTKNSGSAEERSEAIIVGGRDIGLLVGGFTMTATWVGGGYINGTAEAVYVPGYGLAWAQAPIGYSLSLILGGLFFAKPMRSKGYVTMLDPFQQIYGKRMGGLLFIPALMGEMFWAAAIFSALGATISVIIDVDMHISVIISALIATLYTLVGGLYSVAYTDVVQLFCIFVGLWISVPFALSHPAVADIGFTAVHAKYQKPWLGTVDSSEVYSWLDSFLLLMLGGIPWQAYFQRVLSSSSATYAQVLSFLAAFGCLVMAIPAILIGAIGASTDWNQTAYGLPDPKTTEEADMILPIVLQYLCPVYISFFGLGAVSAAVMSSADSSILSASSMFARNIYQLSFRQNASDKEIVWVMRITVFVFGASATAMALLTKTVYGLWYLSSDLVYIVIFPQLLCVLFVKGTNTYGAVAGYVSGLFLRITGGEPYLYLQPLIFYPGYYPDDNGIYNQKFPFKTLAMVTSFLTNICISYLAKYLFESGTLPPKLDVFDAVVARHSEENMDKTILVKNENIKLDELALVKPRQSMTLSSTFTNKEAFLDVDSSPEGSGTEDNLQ
CHT inh – human CHT choline transport inhibition; Q9GZV3; CHT-expressing cells, membrane potential dye, choline response; active compounds read low; B-score at 10 µM; 310,000 tested, 0.86% active;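 active means B-score over 3 SD under the library average, and starting fluorescence ratio not unusually high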;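 further: choline stimulus applied at its EC90 after an EC20 pre-addition; B-score computed on integrated fluorescence ratio after choline addition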
* hit, by the source's call; i = inactive. An unsorted share of the library, and some 1.4% of all compounds hit somewhere here.

Sample of the layout:
Below each SMILES – CHT inh	CHT allo act
CCC(CO)NCc1ccc(OCC(O)c2ccccc2)c(OC)c1 (stereo not given)
→ i	i
CC(C)Oc1ccc(C(=O)N(Cc2ccco2)C2CCS(=O)(=O)C2)cc1 (stereo not given)
→ i	i

Main list, repeating the preview:
Below each SMILES – CHT inh	CHT allo act
CCC(CO)NCc1ccc(OCC(O)c2ccccc2)c(OC)c1 (stereo not given)
→ i	i
CC(C)Oc1ccc(C(=O)N(Cc2ccco2)C2CCS(=O)(=O)C2)cc1 (stereo not given)
→ i	i
Cn1c(Cc2ccc(Cl)cc2)nnc1SCC(=O)NC1CC1
→ i	i
CC(=O)NC1(C(F)(F)F)C(=O)Nc2c1c(=O)[nH]c(=O)n2-c1ccccc1 (stereo not given)
→ i	i
O=C(O)c1ccccc1Nc1cc(Cl)c2nonc2c1[N+](=O)[O-]
→ i	i
CCOC(=O)c1c(C)n(-c2ccc(C)cc2)c2ccc(O)c(CN(C)C)c12
→ i	8.8*
COc1ccc(N2C(=O)CC(Sc3n[nH]c(-c4ccc(C)cc4)n3)C2=O)cc1 (stereo not given)
→ i	i
COC(=O)Cc1[nH]nc2c1C1(C(=O)N(Cc3ccccc3)c3ccccc31)C(C#N)=C(N)O2 (stereo not given)
→ i	i
N#C/C(=C\C=C\c1ccccc1)c1nc(-c2ccc(Cl)cc2)cs1
→ i	i
COc1ccc(/C=C/c2c(-c3ccc(OC)cc3)sc3ccc(N4CCOCC4)cc23)cc1
→ i	i
Cn1c(Oc2ccc3c(c2)OCO3)nc2c1c(=O)n(Cc1ccccc1)c(=O)n2C
→ i	i
Cc1ccc(S(=O)(=O)NN2C(=O)/C(=C/c3cccn3C)SC2=S)cc1
→ i	i
O=c1[nH]c(/C=C/c2ccc(OC(F)F)cc2)nc2c1cnn2-c1ccccc1
→ i	i
CN(Cc1ccccc1NC(=O)c1ccc(S(=O)(=O)N(C)C)cc1)C1CCCCC1
→ i	i
COc1ccc(N(CC(=O)O)S(=O)(=O)c2ccc(C)cc2)cc1Cl
→ i	i

Further structures
Below each SMILES – CHT inh	CHT allo act
Cc1cc(OC(C)C(=O)NCCN2CCOCC2)c2c(C)c(C)c(=O)oc2c1 (stereo not given)
→ i	i
O=C(N/N=C/c1ccccc1OCc1ccccc1)c1cccnc1
→ i	i
O=C(CN1CCC(n2nnc3cc(F)ccc32)CC1)NCCc1nc2ccccc2[nH]1
→ i	i
CCOC(=O)c1c([N+](=O)[O-])c(C)[nH]c(=O)c1C#N
→ i	i
CCCCn1c(N)c(N(CCOC)C(=O)c2cccc(S(=O)(=O)N3CCCCCC3)c2)c(=O)[nH]c1=O
→ i	i
Cc1ccc(NC(=O)COC(=O)c2ccc3c(c2)OCO3)c(C)c1
→ i	i
CCOc1ccccc1/C=N/Nc1nc(C)cc(=O)[nH]1
→ i	i
CCCCn1nc2cc(C(=O)NCC34CC5CC(CC(C5)C3)C4)ccc2c1OC
→ i	i
N=c1n(CC(=O)O)c2ccccc2n1Cc1ccccc1Cl
→ i	i
Cc1c(C(=O)NCC2CCCO2)sc2nc(-c3ccc(F)cc3)cn12 (stereo not given)
→ i	i
Cc1cc(C)cc(NC(=O)N2CCC(NC(=O)c3ccc(F)cc3)CC2)c1
→ i	i
COc1ccc(C2/C(=C(/O)c3ccc(C)cc3)C(=O)C(=O)N2CCCN2CCOCC2)cc1 (stereo not given)
→ i	i
COc1ccccc1CN1CC(C(=O)NCCc2ccccc2Cl)CCC1=O (stereo not given)
→ i	i
Cc1ccc(Cl)c(OC(=O)C2CSC3(C)CCC(=O)N23)c1 (stereo not given)
→ i	i
O=C(COC(=O)c1ccc(NS(=O)(=O)c2cccs2)cc1O)NC1CCCCC1
→ i	i

Additional entries.
Below each SMILES – CHT inh	CHT allo act
O=C(NNS(=O)(=O)c1ccc(C(=O)NC2CCCC2)cc1)c1ccncc1
→ i	i
COC(=O)c1ccc(CSc2nc(C(F)(F)F)c3c(c2C#N)CCC3)o1
→ i	i
COc1ccc(-c2csc(NC(=O)C3CC(=O)N(c4ccc5c(c4)OCCO5)C3)n2)cc1 (stereo not given)
→ i	i
Cc1ccc(C)c(NC(=O)c2cc(S(=O)(=O)N3CCCCC3)c[nH]2)c1
→ i	i
CC1=C(C(=O)NC2CC(C)(C)Cc3c2cnn3-c2cccc(F)c2)OCCO1 (stereo not given)
→ i	i
Nn1c(SCC(=O)Nc2ccccc2F)nnc1-c1cccs1
→ i	i
CCN(C(=O)COC(=O)c1cccc(-n2cnnn2)c1)C1CCCCC1
→ i	i
Nc1ccc(-c2ccc(N)cc2C(F)(F)F)c(C(F)(F)F)c1
→ -5.7*	i
CCOC(=O)C(Cc1ccccc1)(Cc1ccccc1)C(C)=O
→ i	i
CC(=O)c1cnc2cc(-c3ccc(Cl)cc3)nn2c1C
→ i	i
Nc1c2c(nc3ccc(Br)cc13)N(Cc1ccccc1)CC2
→ i	i
Cc1nc(SCC(=O)N2CCN(c3ccccc3)CC2)c2oc3ccccc3c2n1
→ i	i
CCOc1cccc2cc(-c3cn4cc(C)ccc4n3)c(=O)oc12
→ i	i
O=C(COc1ccccc1[N+](=O)[O-])NC1CC1
→ i	i
NC(=O)c1ccccc1NC(=O)CCCN1C(=O)CCC1=O
→ i	i

(further entries)
Below each SMILES – CHT inh	CHT allo act
CCN(CC)S(=O)(=O)c1ccc(C(=O)NC2=NCCS2)cc1
→ i	i
Cc1cc(=O)oc2cc(NC(=O)CCC(=O)O)ccc12
→ i	i
O=C(OCc1c(Cl)nc2sccn12)c1cc2c(s1)CCCC2
→ i	i
CCCNCc1cc(Br)ccc1OCC(=O)NCCc1ccccc1
→ i	i
CC/C=C/C(=O)N1CC2(CC(c3cccc(NC(=O)CCCCC)c3)=NO2)C[C@H]1C(N)=O (stereo not given in full)
→ i	i
O=C(CCN1C(=O)/C(=C/c2cccs2)SC1=S)Nc1cccc(C(=O)O)c1
→ i	i
Cc1cccc(-c2nc3ccccc3c(=O)n2NC(=O)/C=C/c2ccc([N+](=O)[O-])cc2)c1
→ i	i
CCCn1c(N)c(N2CCCCC2)c(=O)n(CC(=O)Nc2ccc(OC(F)(F)F)cc2)c1=O
→ i	i
CC1(C(=O)N2CCC(CO)(Cc3cccc(C(F)(F)F)c3)CC2)CC1
→ i	i
CC(=O)CC(=O)NC(=NC1CCCCC1)Nc1nc(C)cc(C)n1
→ i	i
C#CCSc1ncc(S(=O)(=O)c2ccccc2)c(=O)[nH]1
→ i	i
Cc1ccc(-c2c(C#N)c(N)nc3c2CCCC3)s1
→ i	i
O=S(=O)(c1ccc(Cl)cc1)c1nc(-c2ccccc2F)oc1NCCCN1CCOCC1
→ i	i
COc1ccc(C2C(C(=O)OCC(=O)Nc3ccc(C)cc3)CCC(=O)N2c2ccc(OC)cc2)cc1 (stereo not given)
→ i	i
COc1ccccc1CNC(=O)/C=C/c1ccc(Br)o1
→ i	i

(list continues)
Below each SMILES – CHT inh	CHT allo act
CCOc1ccc(NC(=O)Cc2c(O)c3ccccc3[nH]c2=O)cc1
→ i	i
Cn1nnnc1SCc1ccc([N+](=O)[O-])cc1
→ i	i
O=C(COC(=O)CCC(=O)c1ccc(F)cc1)Nc1cccc(S(=O)(=O)N2CCOCC2)c1
→ i	i
COc1ccc(C2=NO[C@@](CC(=O)O)(C(=O)Nc3ccc4c(c3)OCCO4)C2)cc1
→ i	i
CN(C1CCCCC1)S(=O)(=O)c1ccc(C(=O)N2CCN(c3nc4ccccc4s3)CC2)cc1
→ i	i
CCCC[n+]1ccc(-c2nc3ccc([N+](=O)[O-])cc3[nH]2)cc1
→ i	i
CCCn1nnnc1SCC(=O)c1ccc2c(c1)OCCO2
→ i	i
OC(C#CCCN1CCCCC1)(c1ccccc1)c1ccccc1
→ i	i
O=C(Nc1ccc2[nH]c(=S)sc2c1)c1ccccc1
→ i	i
Cc1cc(C)c2nc(-c3ccncc3)cc(C(=O)N3CCN(Cc4ccccc4Cl)CC3)c2c1
→ i	i
COc1ccc(Cl)cc1NC(=O)CN(C)C(C)C(=O)NCC1CCCCC1 (stereo not given)
→ i	i
COc1ccc(C)cc1S(=O)(=O)N(CC(=O)N1CCCC1)c1ccc(C)cc1
→ i	i
N#CC1=C(N)n2c(s/c(=C\c3ccco3)c2=O)=C(C#N)C1c1ccco1 (stereo not given)
→ i	i
N#Cc1c(N)nc(N)nc1Nc1ccc(Br)cc1
→ i	i
Cc1cccc(/C=N/NC(=O)CN2CCCCCCC2)c1
→ i	i

4 compounds picked at random from the list so far, as already listed:
Below each SMILES – CHT inh	CHT allo act
CC1=C(C(=O)NC2CC(C)(C)Cc3c2cnn3-c2cccc(F)c2)OCCO1 (stereo not given)
→ i	i
COc1ccc(/C=C/c2c(-c3ccc(OC)cc3)sc3ccc(N4CCOCC4)cc23)cc1
→ i	i
Cc1ccc(Cl)c(OC(=O)C2CSC3(C)CCC(=O)N23)c1 (stereo not given)
→ i	i
Cc1c(C(=O)NCC2CCCO2)sc2nc(-c3ccc(F)cc3)cn12 (stereo not given)
→ i	i

(continued)
Below each SMILES – CHT inh	CHT allo act
CC1CC(CC(=O)NNc2nc(-c3ccccc3)cs2)C(=O)O1 (stereo not given)
→ i	i
Cc1sc2ncnc(SCC(=O)N(C(C)C)C(C)C)c2c1C
→ i	i
CSc1nc2ncc(C(=O)O)c(N)n2n1
→ i	i
COc1nc(Nc2ccc3c(c2)OCO3)nc(OC)n1
→ i	i
CCCCn1c(-c2c(Cl)c(C)nn2C)n[nH]c1=S
→ i	i
Cc1cccc(Oc2c([N+](=O)[O-])c(=O)n(C)c3ccccc23)c1
→ i	i
CC(C)(CC(=O)O)CC(=O)NCc1c(Cl)cccc1Sc1ccc(Cl)cc1
→ i	i
CCC(C)N(C(=O)Cn1cnc2c1c(=O)n(C)c(=O)n2C)C1CCS(=O)(=O)C1 (stereo not given)
→ i	i
O=C(NCc1cccc(F)c1)C1CCN(C(=O)c2sccc2-n2cccc2)CC1
→ i	i
CCOc1cc(/C=N/NC(N)=O)ccc1OCC(=O)Nc1ccc(C)c(C)c1
→ i	i
NC(=S)C1COc2ccccc2O1 (stereo not given)
→ i	i
CCOC(=O)/C(C#N)=C/c1c(N2CCN(Cc3ccc4c(c3)OCO4)CC2)nc2c(C)cccn2c1=O
→ i	i
Cc1ccc(C(=O)NC(=S)NNC(=O)c2ccccc2)cc1
→ i	i
CC(C)c1cccc(C(C)C)c1NC(=O)c1ccccc1
→ i	i
O=C(Nc1ccc(Br)cn1)c1ccc2ccccc2c1
→ i	i

Following part.
Below each SMILES – CHT inh	CHT allo act
COc1cc(C(=O)NCCC(c2ccccc2)c2ccccc2)cc(OC)c1OC
→ i	i
COc1ccc(CN(C)C(=O)c2oc3ccccc3c2CSC)cc1F
→ i	i
CSc1ccc(C2NC(=O)CCC2[N+](=O)[O-])cc1 (stereo not given)
→ i	i
CC1=NN(c2ccccc2)C(=O)/C1=C/c1ccc(-c2ccc(C)c(C(=O)O)c2)o1
→ -6.2*	i
CC(C)c1ccc(/C=N/NC(=O)c2ccccc2Cl)cc1
→ i	i
O=C(CSc1nnnn1Cc1ccccc1)c1ccccc1F
→ i	i
Cc1cccc(N2CC(C(=O)Nc3nnc(SCc4cccnc4)s3)CC2=O)c1 (stereo not given)
→ i	i
CN1CCN(c2ccc(NC(=O)CSc3nnnn3-c3ccccc3F)cc2)CC1
→ i	i
Cn1c(=O)c2c(nc(NCc3ccccc3)n2CC(=O)NCc2ccccc2)n(C)c1=O
→ i	i
CC(=O)N1N=C(c2ccc(Cl)cc2)CC1c1ccco1 (stereo not given)
→ i	i
COc1ccc2[nH]c(C)c(C(=O)CN(C)CC3OCCO3)c2c1
→ i	i
CSCc1c(C(=O)Nc2ccc(N3CCOCC3)cc2)oc2ccccc12
→ i	i
O=C(CN(c1cccc(Cl)c1)S(=O)(=O)c1ccccc1)NN=C1CCCC1
→ i	i
CC(=O)N1CCN(C(=O)c2cc(=O)c3ccccc3o2)CC1
→ i	i
CS(=O)(=O)Nc1ccccc1NS(C)(=O)=O
→ i	i

Single records, as listed above. Order of screens: CHT inh	CHT allo act
Entry for CC(C)(CC(=O)O)CC(=O)NCc1c(Cl)cccc1Sc1ccc(Cl)cc1 : i	i
Entry for Cc1cccc(N2CC(C(=O)Nc3nnc(SCc4cccnc4)s3)CC2=O)c1 (stereo not given) : i	i
Entry for Cc1c(C(=O)NCC2CCCO2)sc2nc(-c3ccc(F)cc3)cn12 (stereo not given) : i	i

Next entries.
Below each SMILES – CHT inh	CHT allo act
Cc1ccc(CNS(=O)(=O)c2c(C(=O)N3CCCCCC3)c(C)n(C)c2C)cc1
→ i	i
COC(=O)c1ccc(CSc2nc(N)cc(N)n2)cc1
→ i	i
CCSC1=C(C#N)C(c2cccc(OC)c2)CC(=O)N1 (stereo not given)
→ i	i
Cc1cc(C)c(-c2csc(NC(=O)COC(=O)c3ccc4c(c3)OCO4)n2)c(C)c1
→ i	i
COc1ccc(C(CC(=O)N2CCN(C)CC2)NC(=O)C(F)(F)F)cc1 (stereo not given)
→ i	i
COc1ccc(OC)c(S(=O)(=O)Nc2cccc3ccc(O)cc23)c1
→ i	i
Cc1ccc(NC(=O)C(=O)NCC2OCCc3ccccc32)cc1 (stereo not given)
→ i	i
COCCn1c(-c2ccccc2)nc2ccccc21
→ i	i
CCOC(=O)N1CCC(NC(=O)Cn2cc3c(n2)CCCC3)CC1
→ i	i
N#CC(C#N)C(c1ccsc1)c1c(-c2ccccc2)[nH][nH]c1=O (stereo not given)
→ i	i
CSc1ncccc1C(=O)N1CCCC(CCC(=O)NCc2ccccc2F)C1 (stereo not given)
→ i	i
CCOc1cc(S(=O)(=O)NCc2ccccn2)c(C)cc1C
→ i	i
CC(OC(=O)c1cccs1)C(=O)NCCc1ccccc1 (stereo not given)
→ i	i
COC(C[C@@H]1O[C@H]1C(=O)COCc1ccccc1)OC
→ i	i
COc1ccc(NC(=O)C2CCC(=O)N2S(=O)(=O)c2ccc(C)cc2)c(OC)c1 (stereo not given)
→ i	i
O=C(NCCCCO)C(F)(F)C(F)(F)C(F)(F)C(=O)NCCCCO
→ i	i
Cc1cccc(Nc2nc3c(S(=O)(=O)c4ccccc4)nnn3c3ccccc23)c1C
→ i	i
